Source: PubChem (The Scripps Research Institute Molecular Screening Center)
V1R ag counter: V1a receptor agonism, counter-screen for OXTR agonists; P37288; CHO-V1R cells, Fluo-8 calcium fluorescence, agonist mode; 0% DMSO, 100% 3 nM vasopressin; activation, % at 3 µM; 320,000 compounds, 0.25% hits; AID 2797;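 active = activation above the mean activation of all tested compounds plus 3 SD, per screening run, cut at about 20% in these data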;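 also: signal is peak over basal fluorescence ratio across a 100 second FLIPR read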
M1 PAM parental: M1 PAM counterscreen hit in parental CHO-K1 cells. ATP EC20, Fluo-8 calcium fluorescence; 0% at ATP EC20, 100% at ATP max. activation, % at 3 µM. 360,000 compounds, 0.02% hits;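 active = activation above the run cutoff, the mean activation of all test compounds plus 3 SD, cut at about 40% in these data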;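 also: peak over basal fluorescence ratio in a 140 s read after ATP addition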
M1 ag parental: nonselective activator or artifact in parental CHO-K1 cells; activation, % at 3 µM; 360,000 compounds, 0.48% hits; Fluo-8 calcium fluorescence; scaled to maximal ATP response, vehicle zero; in the data active = activation above about 15%;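 also: untransfected CHO-K1 host cells lacking M1 receptor as counterscreen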
CHO parental Ca: counter-screen for OX1R antagonists: effect in parental CHO cells; parental CHO-K1, ATP-induced calcium, Fluo-8 fluorescence; inhibition, % at 5.6 µM; 330,000 compounds, 0.63% hits;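 active = inhibition above that plate's mean sample inhibition plus 3 SD, cut at about 26% in these data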;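 also: 0% = ATP-challenged DMSO wells and 100% = DMSO wells without ATP; some compounds past the cut are filed as inactive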
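Test system: untransfected parental CHO cell line. Compound: one dose, 5.6 µM nominal. Detection: intracellular calcium via Fluo-8 no-wash fluorescent dye. Measure: % inhibition. Benchmarks: ATP-challenged DMSO wells low, unchallenged DMSO wells high.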
GPR7 antag: human neuropeptides B/W receptor 1 antagonism; 290,000 compounds, 1.1% hits; GPR7-expressing cells, fluorescence antagonist assay; inhibition, % at 4.4 µM; in the data active = inhibition above about 16%, passing the limit was not always enough;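 also: cells stimulated with the agonist NPW; 0% = agonist with vehicle and 100% = vehicle without agonist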
Target sequence (P48145 whole entry, looked up): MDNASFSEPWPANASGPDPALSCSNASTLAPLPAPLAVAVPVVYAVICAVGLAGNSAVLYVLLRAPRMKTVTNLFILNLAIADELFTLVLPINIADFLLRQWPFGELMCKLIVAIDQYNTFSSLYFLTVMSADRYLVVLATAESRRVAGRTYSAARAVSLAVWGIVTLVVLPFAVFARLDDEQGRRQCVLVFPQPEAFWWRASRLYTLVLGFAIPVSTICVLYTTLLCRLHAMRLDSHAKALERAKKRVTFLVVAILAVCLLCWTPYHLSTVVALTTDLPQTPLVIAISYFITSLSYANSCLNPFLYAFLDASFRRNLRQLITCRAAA
CHO-K1 Ca antag: counter-screen for M1 antagonists: effect in parental CHO-K1 cells | AID 602250 | inhibition, % at 3 µM | ATP-induced calcium, Fluo-8 fluorescence | 360,000 compounds, 0.6% hits;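 active = inhibition above a per-plate cutoff, the plate's mean sample inhibition plus 3 SD, cut at about 24% in these data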;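 also: 0% = DMSO plus EC80 ATP and 100% = DMSO alone without ATP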
OXTR potentiate: potentiators of human oxytocin receptor; P30559; CHO-OTR cells, Fluo-8 calcium fluorescence, potentiator mode; 0% = oxytocin EC15, 100% = EC100; activation, % at 3 µM; 320,000 compounds, 0.061% hits; AID 2445;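 active = activation above that plate's cutoff, the mean activation of tested compounds plus 3 SD, cut at about 6.6% in these data, passing the limit was not always enough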;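 also: 100% uses oxytocin at 75 nM as the full agonist control; some results filed as inactive read as strong as hits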
Target sequence (P30559 whole entry, looked up): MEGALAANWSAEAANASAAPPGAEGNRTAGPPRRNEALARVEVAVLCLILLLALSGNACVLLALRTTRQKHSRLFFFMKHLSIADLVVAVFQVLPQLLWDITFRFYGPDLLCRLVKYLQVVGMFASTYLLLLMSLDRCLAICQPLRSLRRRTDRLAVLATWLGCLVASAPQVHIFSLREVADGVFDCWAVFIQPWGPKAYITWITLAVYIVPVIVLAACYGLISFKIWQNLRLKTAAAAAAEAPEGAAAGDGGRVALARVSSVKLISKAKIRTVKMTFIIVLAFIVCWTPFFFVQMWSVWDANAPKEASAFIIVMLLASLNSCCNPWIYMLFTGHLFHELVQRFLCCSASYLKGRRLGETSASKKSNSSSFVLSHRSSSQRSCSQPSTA
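Assay system: CHO-OTR cells, human receptor / Also added: oxytocin at about EC15, sub-maximal agonist stimulus / Dosing: single dose, 3.0 µM nominal final compound concentration / Incubation: 6 min pre-incubation, 100 s read / Technique: Fluo-8 calcium dye fluorescence / Read-out: % activation vs EC15 and EC100 oxytocin / Benchmarks: EC15 oxytocin low, 75 nM oxytocin high / Replicates: singlicate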
OXTR ag: human OXTR agonism; activation, % at 3 µM; CHO-OTR cells, Fluo-8 calcium fluorescence; normalized: DMSO 0%, oxytocin 100%; AID 2435; 320,000 compounds, 0.32% hits;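 active = activation above the mean of all tested compounds plus 3 SD, cutoff set per screening run, cut at about 20% in these data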;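 also: peak over basal fluorescence ratio from a 100 s FLIPR kinetic read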
TAAR1 antagonist: human TAAR1 antagonism; Q96RJ0; CHO RD-HGA16 TAAR1, Fluo-8 calcium fluorescence, antagonist; inhibition, % at 3 µM; 360,000 compounds, 1.5% hits;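 active = inhibition above a per-plate cutoff, the mean inhibition of test compounds on that plate plus 3 SD, cut at about 49% in these data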;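 also: 0% = DMSO plus EC80 beta-PEA response and 100% = DMSO alone without agonist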
Target sequence (Q96RJ0 whole entry, looked up): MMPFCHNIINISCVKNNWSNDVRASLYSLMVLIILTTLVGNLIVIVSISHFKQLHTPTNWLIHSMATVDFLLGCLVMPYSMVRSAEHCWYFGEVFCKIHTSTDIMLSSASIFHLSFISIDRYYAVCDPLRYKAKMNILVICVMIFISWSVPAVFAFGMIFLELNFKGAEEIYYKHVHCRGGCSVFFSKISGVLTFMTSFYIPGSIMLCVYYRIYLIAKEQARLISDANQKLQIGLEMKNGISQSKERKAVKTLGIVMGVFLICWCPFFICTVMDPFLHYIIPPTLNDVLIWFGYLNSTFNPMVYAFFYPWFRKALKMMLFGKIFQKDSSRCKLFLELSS
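Material: CHO RD-HGA16 cells bearing hTAAR1; compound dosing: one-point dosing, 3 µM nominal final; schedule: dye loading 75 min at 37 °C, then 30 min room temperature; measured by: calcium fluorescence with Fluo-8; control set: vehicle and agonist controls; replication: n of 1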
The depositor's hits bear a star; & = joins results of further samples.

What do the screens show for `COc1cc(/C=N/Nc2nc(N3CCCC3)nc(N3CCCC3)n2)ccc1O`?
V1R ag counter: 1.3; M1 PAM parental: -8; M1 ag parental: 1.8; CHO parental Ca: -25; GPR7 antag: -5; CHO-K1 Ca antag: 16; OXTR potentiate: -10; OXTR ag: 0.2; TAAR1 antagonist: 16

Results for O=C(N/N=C/c1ccncc1)c1cccc([N+](=O)[O-])c1 ?
V1R ag counter: 0.5; CHO parental Ca: -6; GPR7 antag: 3; OXTR potentiate: -8; OXTR ag: -0.8; TAAR1 antagonist: -8

What do the screens show for `COc1ccc(NC(=O)CN(c2ccccc2)S(=O)(=O)N(C)C)cc1OC`?
V1R ag counter: -0.7; M1 PAM parental: 18; M1 ag parental: 1.3; CHO parental Ca: -9; GPR7 antag: -2; CHO-K1 Ca antag: -26; OXTR potentiate: 0; OXTR ag: -0.2; TAAR1 antagonist: 1

How did O=C(NC(=S)Nc1ccc(S(=O)(=O)N2CCCCC2)cc1)c1ccc(Cl)cc1 do in these assays?
V1R ag counter: -0.2; M1 PAM parental: 10; M1 ag parental: 0.5; CHO parental Ca: -1; GPR7 antag: -6; CHO-K1 Ca antag: -5; OXTR potentiate: -9; OXTR ag: -0.4; TAAR1 antagonist: -1

What do the screens show for `CSC(=NC1CCCCC1)NS(=O)(=O)c1ccccc1`?
V1R ag counter: -0.9; M1 PAM parental: 12&-9; M1 ag parental: -0.7&-0.5; CHO parental Ca: -1; GPR7 antag: -2; CHO-K1 Ca antag: -7&20; OXTR potentiate: -2; OXTR ag: -1.4; TAAR1 antagonist: -8&2

What do the screens show for `CCc1ccc(C(=O)CN2CCSC2=N)cc1`?
V1R ag counter: -1.3; M1 PAM parental: -10; M1 ag parental: 0.0; CHO parental Ca: -18; GPR7 antag: -5; CHO-K1 Ca antag: 13; OXTR potentiate: -14; OXTR ag: -1.8; TAAR1 antagonist: -16

How did N#Cc1cccc(Nc2c3c(nc4ccccc24)CCC3)c1 do in these assays?
V1R ag counter: 2.1; M1 PAM parental: 4; M1 ag parental: 4.4; CHO parental Ca: -6; GPR7 antag: 5; CHO-K1 Ca antag: 1; OXTR potentiate: -1; OXTR ag: 1.1; TAAR1 antagonist: -4

How did COc1cccc(C2=CC(=O)CC(C)(C)C2)c1OC do in these assays?
V1R ag counter: -0.9; M1 PAM parental: 3; M1 ag parental: -0.6; CHO parental Ca: -13; CHO-K1 Ca antag: -8; OXTR potentiate: -3; OXTR ag: -0.9; TAAR1 antagonist: 9

What do the screens show for `COc1ccccc1CNC(=O)CN(C)CC(=O)Nc1ccccc1Br`?
V1R ag counter: 0.5; M1 PAM parental: 13; M1 ag parental: 0.3; CHO parental Ca: -13; CHO-K1 Ca antag: -14; OXTR potentiate: -4; OXTR ag: 0.8; TAAR1 antagonist: 2

What do the screens show for `CCOc1ccc(CCNC(=O)COC(=O)COc2ccccc2C)cc1OCC`?
V1R ag counter: -0.7; M1 PAM parental: -11; M1 ag parental: -0.6; CHO parental Ca: -21; CHO-K1 Ca antag: 1; OXTR potentiate: 5; OXTR ag: -1.1; TAAR1 antagonist: 3

How did Cc1ccc(NC2=NC(C(=O)Nc3ccc(C)c(C)c3)CC(=O)N2)cc1 (stereo not drawn) do in these assays?
V1R ag counter: 0.5; M1 PAM parental: -13; M1 ag parental: 0.2; CHO parental Ca: 0; GPR7 antag: -1; CHO-K1 Ca antag: 6; OXTR potentiate: -3; OXTR ag: 0.4; TAAR1 antagonist: 0

How did CC1CCCC(C)N1C(=O)Cn1c(SCC(=O)Nc2ccc3c(c2)OCO3)nc2ccccc21 (stereo not drawn) do in these assays?
V1R ag counter: -1.1; M1 PAM parental: -3; M1 ag parental: -0.3; CHO parental Ca: -31; GPR7 antag: -4; CHO-K1 Ca antag: -20; OXTR potentiate: -4; OXTR ag: -1.6; TAAR1 antagonist: 11

What do the screens show for `Cc1nnc(SCC2=C(C(=O)O)N3C(=O)C(NC(=O)C(C)n4nc(C(F)(F)F)cc4C)C3SC2)s1` (stereo not drawn)?
V1R ag counter: -0.6; M1 PAM parental: 9; M1 ag parental: 0.5; CHO parental Ca: 8; GPR7 antag: -3; CHO-K1 Ca antag: -21; OXTR potentiate: -1; OXTR ag: 1.4; TAAR1 antagonist: -9

How did CN(Cc1cn(Cc2ccccc2)nn1)C1CN(Cc2cn(Cc3ccccc3)nn2)S(=O)(=O)C1 (stereo not drawn) do in these assays?
M1 PAM parental: 11; M1 ag parental: -0.1; CHO-K1 Ca antag: -12; TAAR1 antagonist: -4

How did COc1ccccc1CNS(=O)(=O)CCNC1CC1 do in these assays?
M1 PAM parental: 13; M1 ag parental: 3.4; CHO-K1 Ca antag: -2; TAAR1 antagonist: 6

Results for Fc1ccc(-n2c(-c3ccco3)nc3nc4ccccc4nc32)cc1 ?
V1R ag counter: -0.8; M1 PAM parental: -1; M1 ag parental: 0.1; CHO parental Ca: -19; GPR7 antag: -5; CHO-K1 Ca antag: 5; OXTR potentiate: -10; OXTR ag: -0.3; TAAR1 antagonist: -5

How did COCCCNC(=O)C[C@H]1C[C@H](C(=O)N2CCCCC2)[C@@]2(C)c3[nH]c4ccc(Cl)cc4c3CCN2C1=O do in these assays?
M1 PAM parental: 11; M1 ag parental: 0.4; CHO parental Ca: -32; CHO-K1 Ca antag: -13; TAAR1 antagonist: -8

What do the screens show for `CN(C(=O)c1ccc(NC(=O)Cc2cccc([N+](=O)[O-])c2)cc1)C1CC1`?
V1R ag counter: 0.6; M1 PAM parental: 10; M1 ag parental: 0.4; CHO parental Ca: -1; CHO-K1 Ca antag: -20; OXTR potentiate: -7; OXTR ag: 1.3; TAAR1 antagonist: -5

What do the screens show for `O=C(CNC(=O)c1ccccc1)NCCc1nc2ccccc2[nH]1`?
V1R ag counter: 0.8; M1 PAM parental: 7; M1 ag parental: 0.2; CHO parental Ca: 12; GPR7 antag: 0; CHO-K1 Ca antag: -4; OXTR potentiate: -4; OXTR ag: 0.0; TAAR1 antagonist: 13

What do the screens show for `CCOc1cccc2sc(Nc3nc4ccc(NC(C)=O)cc4s3)nc12`?
V1R ag counter: 0.0; M1 PAM parental: 7; M1 ag parental: 4.6; CHO parental Ca: -11; GPR7 antag: -1; CHO-K1 Ca antag: 2; OXTR potentiate: -1; OXTR ag: -0.5; TAAR1 antagonist: 43

What do the screens show for `S=C1SCN(CC2CC2)CN1CC1CC1`?
V1R ag counter: -1.3; M1 PAM parental: 27; M1 ag parental: 0.8; CHO parental Ca: -9; GPR7 antag: -12; CHO-K1 Ca antag: -3; OXTR potentiate: 0; OXTR ag: -0.2; TAAR1 antagonist: 0

How did O=C(CNC(=O)c1ccccc1F)N/N=C/c1cccs1 do in these assays?
V1R ag counter: 0.1; M1 PAM parental: 4; M1 ag parental: 0.0; CHO parental Ca: 2; GPR7 antag: -1; CHO-K1 Ca antag: 8; OXTR potentiate: -9; OXTR ag: 1.7; TAAR1 antagonist: -4

How did COn1c(SC(C)C)nc2ccccc2c1=O do in these assays?
V1R ag counter: -1.3; M1 PAM parental: 19; M1 ag parental: 0.4; CHO parental Ca: -6; GPR7 antag: -13; CHO-K1 Ca antag: -11; OXTR potentiate: 3; OXTR ag: -1.2; TAAR1 antagonist: 10

What do the screens show for `Nc1nc(N2CCN(Cc3ccccc3)CC2)n[nH]1`?
V1R ag counter: -0.5; M1 PAM parental: 4; M1 ag parental: 0.4; CHO parental Ca: -16; GPR7 antag: 15; CHO-K1 Ca antag: 0; OXTR potentiate: -3; OXTR ag: 0.1; TAAR1 antagonist: 2

Results for COc1cc2c(cc1OC)C(C)N(S(=O)(=O)c1cccs1)CC2 (stereo not drawn) ?
M1 PAM parental: -3; M1 ag parental: 5.6; GPR7 antag: -8; CHO-K1 Ca antag: -3; TAAR1 antagonist: -23

What do the screens show for `Cc1c(C)c2cc(Cl)c(OCC(=O)NCCCN3CCCC3=O)cc2oc1=O`?
M1 PAM parental: -1; M1 ag parental: -0.3; CHO-K1 Ca antag: -5; TAAR1 antagonist: 5

Results for Cc1cccc(-n2nnc(C(=O)NCc3ccc4c(c3)OCO4)c2N)c1 ?
V1R ag counter: 0.8; M1 PAM parental: -2; M1 ag parental: 0.9; CHO parental Ca: -20; GPR7 antag: -7; CHO-K1 Ca antag: 7; OXTR potentiate: -11; OXTR ag: -1.3; TAAR1 antagonist: 5

What do the screens show for `Cc1ccc(SCCNC(=O)/C=C/c2ccccc2Cl)cc1`?
V1R ag counter: 2.5; M1 PAM parental: 6; M1 ag parental: 4.0; CHO parental Ca: -18; GPR7 antag: -2; CHO-K1 Ca antag: -17; OXTR potentiate: -7; OXTR ag: -0.8; TAAR1 antagonist: 7

Results for CC1Sc2ccc(S(=O)(=O)CCC(=O)N3CCN(c4ccccc4F)CC3)cc2NC1=O (stereo not drawn) ?
V1R ag counter: 14; M1 PAM parental: -11; M1 ag parental: 6.7; CHO parental Ca: -21; GPR7 antag: -9; CHO-K1 Ca antag: 0; OXTR potentiate: -8; OXTR ag: 9.0; TAAR1 antagonist: 17

Results for CC(C)CC(=O)Nc1nnc(S(=O)(=O)Nc2ccccc2)s1 ?
V1R ag counter: 0.7; M1 PAM parental: 0; M1 ag parental: 0.3; CHO parental Ca: -5; GPR7 antag: -4; CHO-K1 Ca antag: -9; OXTR potentiate: -10; OXTR ag: -1.0; TAAR1 antagonist: -15

What do the screens show for `COc1ccc(Cn2cc(F)c(=O)n(CCC(C)C)c2=O)cc1[N+](=O)[O-]`?
V1R ag counter: 2.8; M1 PAM parental: 27; M1 ag parental: 2.2; CHO parental Ca: -27; GPR7 antag: -2; CHO-K1 Ca antag: -9; OXTR potentiate: -5; OXTR ag: 2.1; TAAR1 antagonist: -11

What do the screens show for `CCc1nc2ccc(C(=O)NCc3ccco3)cc2nc1CC`?
V1R ag counter: 1.2; M1 PAM parental: 15; M1 ag parental: 0.1; CHO parental Ca: -16; GPR7 antag: -7; CHO-K1 Ca antag: -6; OXTR potentiate: 6; OXTR ag: -1.9; TAAR1 antagonist: 13

Results for N#Cc1c(NC(=O)COC(=O)c2ccc(S(=O)(=O)N3CCCC3)cc2)sc2c1CCCCC2 ?
V1R ag counter: 1.2; M1 PAM parental: 17; M1 ag parental: 0.2; CHO parental Ca: 0; GPR7 antag: 0; CHO-K1 Ca antag: 0; OXTR potentiate: 4; OXTR ag: 0.6; TAAR1 antagonist: -10

2 compounds drawn at random from the list so far, as already listed:
Results for Fc1ccc(-n2c(-c3ccco3)nc3nc4ccccc4nc32)cc1 ?
V1R ag counter: -0.8; M1 PAM parental: -1; M1 ag parental: 0.1; CHO parental Ca: -19; GPR7 antag: -5; CHO-K1 Ca antag: 5; OXTR potentiate: -10; OXTR ag: -0.3; TAAR1 antagonist: -5

Results for COc1cc2c(cc1OC)C(C)N(S(=O)(=O)c1cccs1)CC2 (stereo not drawn) ?
M1 PAM parental: -3; M1 ag parental: 5.6; GPR7 antag: -8; CHO-K1 Ca antag: -3; TAAR1 antagonist: -23
